# PGE2 EP2 inh – human EP2 receptor antagonists, primary screen, TR-FRET cAMP, C6 glioma cells; Prostaglandin E2 receptor EP2 subtype (Homo sapiens), P43116; C6 glioma cells expressing human EP2; cells stimulated with saturating PGE2; inhibition, % at 25 µM; 260,000 tested, 0.52% active;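 active = percent inhibition above 40 after rounding to a whole number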;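 also: rat C6 glioma host cells with rolipram phosphodiesterase inhibitor present; the protocol text gives 20 µM as final concentration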
# Target sequence (P43116 whole entry, looked up): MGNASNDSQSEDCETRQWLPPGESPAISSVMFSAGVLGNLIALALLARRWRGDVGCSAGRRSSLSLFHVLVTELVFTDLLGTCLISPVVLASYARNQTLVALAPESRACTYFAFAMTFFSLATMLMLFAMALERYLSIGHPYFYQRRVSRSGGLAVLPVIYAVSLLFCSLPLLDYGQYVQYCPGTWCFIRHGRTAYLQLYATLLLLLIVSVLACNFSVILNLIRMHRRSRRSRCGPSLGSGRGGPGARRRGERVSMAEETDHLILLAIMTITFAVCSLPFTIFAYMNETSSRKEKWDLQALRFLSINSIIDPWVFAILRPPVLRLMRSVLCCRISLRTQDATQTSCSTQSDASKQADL
# * marks the source's active call; other numbers are inactive results; & = joins results of further samples. A portion of the library (hit frequency here may not be typical).
SMILES,PGE2 EP2 inh
CCc1nc2ccccc2n1CC(O)COc1cc(C)ccc1Cl (stereo unspecified),8
Cc1sc2ncn(CCCCn3cnc4sc(C)c(C)c4c3=O)c(=O)c2c1C,14
CCc1ccc2nc3sc(C(=O)N(CC)CC)c(N)c3cc2c1,11
CCN1CCN(C(c2cc3ccc(C)cc3[nH]c2=O)c2nnnn2Cc2ccc(OC)cc2)CC1 (stereo unspecified),15
CCOc1cc(C(=O)N2CCC(CC3CC(c4ccccc4)=NO3)(C(=O)NCc3ccc(OC)cc3)CC2)cc(OCC)c1OCC (stereo unspecified),13
O=C(CCC1CCCC1)N1CCCC(c2nc3c(nnn3Cc3ccccc3Cl)c(=O)[nH]2)C1 (stereo unspecified),8
FC(F)(F)c1nc(NCc2cccs2)c2nnn(Cc3ccccc3Cl)c2n1,8
CC1CCN(c2ccc(N)cc2C(N)=O)CC1,12
S=C(NCCc1ccccc1)N1CCC(c2nc3ccccc3[nH]2)CC1,12
COc1ccc(C(C)NC(=O)C2CCN(c3ncccn3)CC2)cc1 (stereo unspecified),8

# (list continues)
SMILES,PGE2 EP2 inh
COCCCn1c(SCC(=O)Nc2ccc(C(=O)OC)cc2)nnc1-c1ccoc1C,9
CC(C)(C)NC(=O)C(c1cccs1)N(CCc1ccccc1)C(=O)c1csnn1 (stereo unspecified),5
Cc1nc2c(c(=O)[nH]1)CCN(Cc1cc(C)n(-c3cccnc3)c1C)C2,10
O=C(O)c1cc2ccccc2[nH]1,11
CN1CCC(CNC(=O)Cn2ccc3ccc(F)cc32)(N(C)C)CC1,9
Cc1ccccc1OCC(=O)Nc1ccc(Cl)cn1,8
CCOC(=O)CSc1nnc(-c2ccccc2F)o1,8
C[N+](C)(C)c1cc2c(nn1)Nc1ccccc1S2,49*
Cc1ccc2nc(SCC(=O)Nc3nc(C)c(C)s3)c(C)cc2c1,4
O=C(O)CCC(=O)NCCCn1ccnc1,5

# The listing continues.
SMILES,PGE2 EP2 inh
NC(=O)CSc1nnc(CNc2cccc(Cl)c2)o1,8
CCS(=O)(=O)N1CCN(Cc2cnc(N3CCCCC3)nc2)CC1,5
Cc1nc(SCC(=O)c2ccc3c(c2)OCCO3)c2c(C)c(C)sc2n1,11
O=C(CNC(=O)c1cccs1)OCC(=O)c1ccc2c(c1)CCCC2,9
Oc1ccc(Cl)cc1CNc1cnc2ccccc2c1,9
OC1(c2ccc(F)cc2)CCN(Cc2ccccc2N2CCCC2)CC1,5
COc1ccc(CN(Cc2cn(C)c3ccccc23)CC2CCCO2)c(OC)c1OC (stereo unspecified),5
COC(=O)CCCC1=CC2=CC(=O)C(C)(OC(=O)c3cccs3)C(=O)C2=CO1 (stereo unspecified),14
C=C1OC(C)(C)c2ccccc21,7
Cc1cc(NS(=O)(=O)c2cc(N3CCCC3=O)ccc2C)c2ncccc2c1,5

# (more compounds)
SMILES,PGE2 EP2 inh
COc1ccc(CNC(=S)NNC(=O)c2cc3ccccc3o2)cc1,12
COC(=O)c1cccc(S(=O)(=O)N2CCC(c3nc4ccc(C)cc4[nH]3)CC2)c1,14
COc1ccccc1NC(=O)c1sc(NC(=O)Cc2ccc(Cl)cc2)c(C#N)c1C,14
COc1cccc(C2C3=C(CC(C)(C)CC3=O)NC3=C2C(=O)CC(C)(C)C3)c1OC,10
CC1CCC(N(C(=O)c2csnn2)C(C(=O)NC2CCCC2)c2ccccc2)CC1 (stereo unspecified),10
NCCc1nc(-c2nc(C(=O)O)cs2)cs1,13
COc1ccc(NC(=O)c2ccco2)cc1NC(=O)Cc1ccccc1,9
O=C(O)/C=C/C(=O)Nc1ncn[nH]1,13
Cc1sc(NC(=O)c2ccccc2)c(CN(C)C)c1C,10
Cc1cccc2cc(C(c3nnnn3C3CCCCC3)N3CCc4ccccc43)c(=O)[nH]c12 (stereo unspecified),4

# (more compounds)
SMILES,PGE2 EP2 inh
COCCn1c(SCC(=O)Nc2c(C)cccc2C)nc2sc(C)c(C)c2c1=O,5
CN(CC(=O)N1CCC(C(N)=O)CC1)S(=O)(=O)c1ccc2ccccc2c1,12
Cc1ccc(C2=C(Cl)C(=O)C(c3ccc(C)cc3)=C(Cl)C2=O)cc1,46*
COc1ccc(-c2noc3c2-c2nc(-c4ccc(Br)cc4)sc2CC3)cc1,9
CNC1(C)C2CCC(C2)C1(C)C (stereo unspecified),9
CCOc1ccc2cc(C#N)c(SCC(=O)Nc3nnc(CC)s3)nc2c1,22
CCn1c(CNc2ccc(OC)cc2)nnc1SCC(=O)Nc1cccc(C)c1,23
COc1cccc(CN(Cc2ccccn2)C2CC(C)(C)NC(C)(C)C2)c1OC,9
CC1(C)S[C@@H]2[C@H](N=CN3CCCCCC3)C(=O)N2[C@H]1C(=O)O,14
O=C(NC1CCCCC1)N1CCC(c2nc3ccccc3o2)CC1,9

# (listing goes on)
SMILES,PGE2 EP2 inh
Clc1ccc(CN2CCCN(Cc3ccc(Cl)cc3)C2c2cc3ccccc3c3ccccc23)cc1,51*
C=CCn1c(SCCc2ccccc2)nc2c1c(=O)n(C)c(=O)n2C,7
COc1ccc(OCc2nnc(SCC(N)=O)n2C)cc1,13
O=C1CCc2cc(S(=O)(=O)NCc3ccccc3CN3CCOCC3)ccc2N1,1
Cn1c(-c2ccc3nc(-c4ccc(N)cc4)[nH]c3c2)nc2cc(N)ccc21,16
CC(=O)Nc1ccc(N2C(=O)CC2(/C=C/c2ccccc2)C(=O)NC2CCCCC2)cc1 (stereo unspecified),13
CC(=O)C1=C(O)C(=O)NC1c1ccccc1Cl (stereo unspecified),6
O=C(O)CCC(=O)N1CCCC1C(=O)O (stereo unspecified),13
COc1ccc(CNc2c(-c3ccc(O)c(OC)c3)nc3cnccn23)cc1,11
CN(C)CCCn1c2ccccc2c2cnccc21,12

# (listing goes on)
SMILES,PGE2 EP2 inh
COc1ccc(NC(=O)COC(=O)C2CC(=O)N(c3ccc(F)cc3)C2)cc1 (stereo unspecified),10
O=C(Nc1ccccc1)C1=C[C@H](c2ccccc2)C[C@H](OCCCCO)O1,15
COCCCn1c(SCC(=O)N2CCOCC2)nnc1-c1ccco1,12
CC1(C)CC(=O)C=C(c2cccc3c2oc2ccccc23)C1,-4
Cc1ccc2c(c1)c1nnc(SCC(=O)Nc3ccccc3N3CCCCC3)nc1n2CC(=O)O,7
COc1ccc(NC(=O)N(Cc2ccccc2Cl)Cc2cc3cc(OC)ccc3[nH]c2=O)cc1,10
Cn1c(SCc2nc3ccccc3[nH]2)nnc1-c1ccccc1,7
CC1CC(C)(C)N(C(=O)Cn2cnc3c(cnn3-c3ccccc3)c2=O)c2ccccc21 (stereo unspecified),12
COC(=O)Cn1c(Br)nc2c1c(=O)[nH]c(=O)n2C,25
CCNC(=S)N(CCN(CC)CC)Cc1cc2cc(OCC)ccc2[nH]c1=O,10

# Additional compounds
SMILES,PGE2 EP2 inh
CC(C)n1nccc1C(=O)NCc1nc(-c2ccccc2Cl)no1,9
CC(C)N(C(=O)Cn1nc2c3ccccc3ncn2c1=O)C(C)C,5
Cc1cc(CC(=O)O)n(C)c1C(=O)c1ccc(Cl)cc1,12
CCOC(=O)c1ccccc1NC(=O)c1c(O)c2ccccc2[nH]c1=O,5
Cc1cc2cc(CN(Cc3ccco3)C(=O)C3CCC3)c3nnnn3c2cc1C,4
Cc1cc(NC(=O)c2ccco2)ccc1NC(=O)c1cccs1,7
Cc1cc(C)c2c(NCc3ccccn3)n[nH]c2n1,10
CCN1CCCC1CN(Cc1ccccn1)Cc1cccn1-c1ccncc1 (stereo unspecified),5
COc1ccc(-n2ncc3c(SCC(=O)Nc4cc(OC)cc(OC)c4)ncnc32)cc1,9
CC1CCCCN1C(=O)Cn1nc(-c2cccs2)cc(N)c1=O (stereo unspecified),8

# (listing goes on)
SMILES,PGE2 EP2 inh
COc1cccc(N(C(=O)Cc2cccs2)C(C(=O)NC2CCCC2)c2ccccc2)c1 (stereo unspecified),11
N[C@H](CCC(=O)NCS(=O)(=O)O)C(=O)O,11
CCc1ccc2[nH]c(=O)c(C(c3nnnn3Cc3ccccc3)N3CCCc4ccccc43)cc2c1 (stereo unspecified),15
COc1ccc(Cl)c2c1[nH]c1nc(SCC(=O)O)nnc12,11
C[C@@H](Cn1nnc2ccccc21)NC(=O)c1nccc2ccccc12,7
O=C(COC(=O)c1ccccn1)Nc1nc(-c2ccccc2)cs1,7
CCC(=O)NC(c1ccccc1)c1cc(Cl)c2cccnc2c1O (stereo unspecified),8
O=C(CN1C(=O)[C@H]2CCCN2C(=O)c2ccccc21)N1CCCc2ccccc21,4
Cc1nc(-c2ccc(Cl)cc2)sc1C1(C)CC(c2ccc(Cl)cc2)=NO1 (stereo unspecified),21
O=C(Nc1ccc(Cl)c(C(F)(F)F)c1)[C@@H]1CC=C[C@@H]2CCN(Cc3ccccc3)C(=O)[C@@H]21,13

# The listing continues.
SMILES,PGE2 EP2 inh
CC(C)(C)NC(=O)c1ccc(Cl)c(S(=O)(=O)N2CCOCC2)c1,15
Cn1c(=O)c2c(nc(NC3CCCCC3)n2CCC#N)n(C)c1=O,22
CCCCOc1cc(CC2CNC(=O)N2)ccc1OC (stereo unspecified),17&14&10
COCCn1nnnc1C(c1ccc(OC)cc1)N1CCN(C2CCCCC2)CC1 (stereo unspecified),7
Cc1ccc2cc(C(c3nnnn3Cc3ccccc3)N3CCc4ccccc4C3)c(=O)[nH]c2c1 (stereo unspecified),11
COc1ccccc1-c1ccc(=O)n(CC(=O)Nc2ccc(S(=O)(=O)N(C)C)cc2)n1,10
COc1ccc(C(N)c2nccn2C)cc1OC (stereo unspecified),5
O=C(CSc1ncnc2sc3c(c12)CCCC3)N1CCCCC1,16
O=C(c1cc2ccccc2oc1=O)N(Cc1ccc2c(c1)OCO2)Cc1cccs1,1
C=CCN(C(=O)CNS(=O)(=O)c1ccccc1)C(C(=O)NCCOC)c1cccnc1 (stereo unspecified),7

# Next section:
SMILES,PGE2 EP2 inh
CCc1ccc2[nH]c(=O)c(C(c3nnnn3C(C)(C)CC)N3CCCCC3)cc2c1 (stereo unspecified),15
O=C(Cn1c(=O)n(Cc2cccs2)c2ncccc21)Nc1ccc2c(c1)COC2=O,9
CCN1CC23C=CC(O2)C(C(=O)N2CCC4(CC2)NC(=O)c2cccnc2N4C)C3C1=O (stereo unspecified),12
c1ccc(CCN2CCN=C2Cc2ccccc2)cc1,13
O=C(Cn1nnc2ccccc21)Nc1ccc(Cl)cc1,16
Cc1cccc(N(C(=O)c2cnccn2)C(C(=O)NC2CCCCC2)c2sccc2C)c1 (stereo unspecified),5
O=C(CNC(=O)c1ccco1)OCc1ccc(Cl)cc1Cl,6
COCCN1C(=O)c2ccc3c4c(ccc(c24)C1=O)C(=O)N(CCOC)C3=O,12
CCN(CC)CCNc1nc(C(F)(F)F)nc2c1nnn2Cc1ccccc1,6
C[C@H]1CC2C3CCC4=CC(=O)C=C[C@]4(C)[C@@]3(Cl)[C@@H](O)C[C@]2(C)[C@@]1(O)C(=O)CO (stereo partly specified),15

# (continued)
SMILES,PGE2 EP2 inh
COc1cc(C(c2nnnn2Cc2ccco2)N2CCN(c3ccccc3)CC2)cc(OC)c1OC (stereo unspecified),7
CC(=NC#N)c1c(C(F)(F)F)[nH]n(-c2nc3ccccc3s2)c1=O,10
COc1cccc(NC2SC(=O)N(c3cccc(C)c3)C2=O)c1 (stereo unspecified),7
Cc1ccccc1NC(=O)C(C#N)Cc1cccs1 (stereo unspecified),9
O=C(/C=C/c1ccc(-c2ccc(Br)cc2)o1)N1CCCCC1,10
COCCOC(=O)C(C)n1cnc2sc3c(c2c1=O)CCCC3 (stereo unspecified),11
CCc1cccc(C)c1NC(=O)COc1ccc(S(=O)(=O)N2CCCC2)cc1,3
Cc1ccc2c(c1)[nH]c(=S)n2C,10
OCCOc1ccc(CNc2ccccc2-c2nnc(-c3ccncc3)o2)cc1,9
COc1ccc(C(=O)CSc2nc3cc4c(cc3cc2C#N)OCCO4)cc1,19

# (more compounds)
SMILES,PGE2 EP2 inh
CCc1c(O)c2c(c(O)c1C(C)=O)C(=O)c1c(cc(O)c(C(=O)O)c1C(=O)O)C2=O,36
COc1cccc(NC(=O)N(Cc2ccc(F)cc2)Cc2nc3ccccc3c(=O)[nH]2)c1,11
CCOCc1nnc(NC(=O)c2cccc(F)c2)s1,-1
N#CC1(Nc2ccc(-c3ccc(NC4(C#N)CCCC4)cc3)cc2)CCCC1,55*
COc1ccccc1NC(=O)CSc1nnc(-c2cc3ccccc3cc2O)o1,9
CCOC(=O)[C@]1(CC(=O)O)CCCC1=O,12
Cc1nc(-c2ccc(Cl)cc2)sc1C1(C)CC(c2ccccc2)=NO1 (stereo unspecified),9
O=C(NCc1ccco1)Nc1ccc(F)cc1,10
O=C(COc1ccc(S(=O)(=O)N2CCCC2)cc1)Nc1ccc(Cl)c(Cl)c1,13

# Screening data: PubChem BioAssay, Emory University Molecular Libraries Screening Center
